# Glyco luc inh = blocks N-linked glycosylation in D54 reporter cells; D54 ERlucT glycosylation luciferase reporter, 24 h; percent of 100 nM tunicamycin response; reporter increase, % at 12.5 µM; actives 0.23% (n = 360,000); AID 588692;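 active = mean luciferase reporter signal, scaled so untreated is 0 and the glycosylation-blocking control 100, at or above a set limit in every replicate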;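 also: luciferase carries N-glycosylation sites so blocking glycosylation raises the light; 0% = median of neutral control wells and 100% = median of 100 nM tunicamycin wells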
# SRC2 inh = human SRC2 (NCOA2) inhibition | HEK293 GAL4-SRC2 luciferase reporter, luminescence | inhibition, % at 9 µM | actives 0.17% (n = 370,000);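 active = inhibition above the mean inhibition of all tested compounds plus 3 SD, set per campaign, cut at about 52% in these data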;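 also: 0% = DMSO treated cells and 100% = cells given Gossypol at 36 µM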
# ABCB6 inh MLPCN = human ABCB6 transporter inhibition; AID 602162; Q9NP58; fluorescence ratio to DMSO, % at 10 µM; actives 0.19% (n = 360,000); K562-ABCB6 porphyrin accumulation, flow cytometry, 1 h; active compounds read low;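 active = fluorescence ratio to DMSO below 75%, the collection mean minus 3 SD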;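 also: signal is porphyrin accumulated inside mitochondria; 100% equals median channel fluorescence of DMSO control wells; lower ratio means ABCB6 inhibition with less porphyrin fluorescence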
# Target sequence (Q9NP58 whole entry, looked up): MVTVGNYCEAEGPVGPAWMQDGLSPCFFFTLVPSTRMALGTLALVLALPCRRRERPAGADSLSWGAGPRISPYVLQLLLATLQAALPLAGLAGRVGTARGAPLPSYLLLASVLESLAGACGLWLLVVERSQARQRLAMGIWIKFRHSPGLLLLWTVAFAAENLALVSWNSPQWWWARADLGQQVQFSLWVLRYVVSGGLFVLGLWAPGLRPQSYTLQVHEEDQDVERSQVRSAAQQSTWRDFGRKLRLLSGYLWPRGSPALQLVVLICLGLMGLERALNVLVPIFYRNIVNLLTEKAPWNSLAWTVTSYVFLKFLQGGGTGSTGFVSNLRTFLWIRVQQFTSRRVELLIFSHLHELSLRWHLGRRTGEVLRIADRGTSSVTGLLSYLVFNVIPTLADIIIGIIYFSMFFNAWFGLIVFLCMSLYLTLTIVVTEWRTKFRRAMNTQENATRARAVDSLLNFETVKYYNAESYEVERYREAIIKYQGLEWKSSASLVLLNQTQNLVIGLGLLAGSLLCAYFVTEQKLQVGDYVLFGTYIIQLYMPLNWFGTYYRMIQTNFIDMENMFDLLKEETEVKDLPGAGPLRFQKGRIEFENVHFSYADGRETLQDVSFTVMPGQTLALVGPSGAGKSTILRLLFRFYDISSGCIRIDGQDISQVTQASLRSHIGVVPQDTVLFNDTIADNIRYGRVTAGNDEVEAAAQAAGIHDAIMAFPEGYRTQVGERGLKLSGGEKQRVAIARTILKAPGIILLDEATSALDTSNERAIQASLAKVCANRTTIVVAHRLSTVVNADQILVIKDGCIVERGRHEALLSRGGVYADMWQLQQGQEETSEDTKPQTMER
# ABHD5-PLIN5 inh = blocks binding of human ABHD5 to perilipin-5; Q00G26+Q8WTS1; Split G. princeps luciferase complementation, luminescence, 4 h; inhibition, % at 4 µM; actives 0.78% (n = 360,000); AID 602281;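 active = inhibition above the mean inhibition across every tested compound plus 3 SD, cut at about 22% in these data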;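 also: 0% = DMSO only wells and the 100% control is not disclosed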
# TLR9-MyD88 block = TLR9-MyD88 interaction inhibition. Q9NR96+Q99836. actives 0.21% (n = 340,000). AID 504734. CHO BLA complementation TLR9-MyD88, CCF4 FRET ratio. inhibition, % at 4.98 µM;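 active = inhibition above the mean over all tested compounds plus 3 SD, cut at about 21% in these data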;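 also: 0% = DMSO only wells and 100% = clavulanate BLA inhibitor control wells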
# MC4R antag cAMP = human MC4R antagonism in cAMP assay | MC4R-expressing cells, MTII-stimulated cAMP, LANCE TR-FRET | AID 540295 | P32245 | inhibition, % at 6.5 µM | actives 0.48% (n = 360,000);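 active = inhibition above its plate's cutoff, the mean of tested wells on that plate plus 3 SD, cut at about 29% in these data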;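 also: 0% = Melanotan II alone and 100% = Melanotan II plus saturating MCL0020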
#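 Test system: U2OS cells stably expressing human melanocortin 4 receptor (MC4R); also added: Melanotan II challenge; compound: 6.5 µM single dose; timing: 30-min compound preincubation, 1-h Melanotan II challenge, 1-h detection, room temperature; signal: Eu-cAMP/anti-cAMP TR-FRET, emission 671 nm; repeats: one well per compound, no replicates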
# NOD2 RIPK2 PPI = inhibitors of human NOD2-RIPK2 interaction; actives 0.38% (n = 360,000); AID 624267; inhibition, % at 4.98 µM; CHO BLA complementation NOD2-RIPK2, CCF4 ratio; O43353; in the data active = inhibition above about 21%;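 also: 0% = vehicle only and 100% = reference blocker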
# HTR2A ag = activates the mouse 5-HT2A serotonin receptor. CHO-K1 mHTR2A beta-arrestin complementation, luminescence; percent of 30 µM serotonin response. activation, % at 7.6 µM. actives 0.66% (n = 360,000);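 active = activation above a run cutoff, the mean activation of all tested compounds plus 3 SD, cut at about 14% in these data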;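 also: 0% = plate median of compound wells and 100% = 30 µM serotonin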
# MC4R barr agon = activates human MC4R beta-arrestin recruitment; activation, % at 8.9 µM; actives 0.98% (n = 360,000); P32245; AID 540308; U2OS MC4R beta-arrestin complementation, luminescence; percent of melanotan II response, DMSO zero;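 active = activation above a per-plate cutoff, the mean activation of sample wells on that plate plus 3 SD, cut at about 8% in these data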
# H9c2 protect = modulators protecting cardiomyocytes from myocardial damage; H9c2 cardiomyocytes, H2O2 injury protection, ATPLite, 2 h; actives 0.63% (n = 360,000); protection from H2O2 cell death, % at 20 µM;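 active = compounds giving at least 50% protection of heart cells from peroxide-induced death in the single-dose screen, raw or plate-pattern-corrected value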;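 also: 0% = DMSO wells with peroxide and 100% = DMSO wells without peroxide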
# Starred values were filed as active, the others as inactive; . = not tested or not shown; & = joins results of further samples. This is a subset; rates above refer to the full screens.
# Below each SMILES: Glyco luc inh	SRC2 inh	ABCB6 inh MLPCN	ABHD5-PLIN5 inh	TLR9-MyD88 block	MC4R antag cAMP	NOD2 RIPK2 PPI	HTR2A ag	MC4R barr agon	H9c2 protect
O=C(c1cccn2c(=O)c3ccc(Cl)cc3nc12)N1CCC2(CC1)OCCO2
 : 1	-12	99	-3	1	11	1	-3	-0.8	7
C=CCn1c(O)c(C=NC2CCN(Cc3ccccc3)CC2)c(=O)[nH]c1=O
 : 1	10	101	7	-1	5	7	0	1.8	3
CN(C)c1ccc2c(c1)N=C(c1ccco1)OP2(=S)N1CCOCC1 (stereo unspecified)
 : 0	-56	100	-5	5	13	-6	2	-0.2	-4
Cc1ccccc1NP(=O)(Oc1ccccc1F)Oc1ccccc1F
 : 1	2	99	-1	2	11	-9	-3	-0.7	73*
CCOC(=O)C1=C(C)OC(N)=C(C(=O)OCC)[C@@]12C(=O)N(CC(N)=O)c1ccccc12
 : 2	-9	91	-4	-1	8	1	9	1.6	0
Cc1c(Oc2cc(NN3CCCCC3)c([N+](=O)[O-])cc2[N+](=O)[O-])cccc1[N+](=O)[O-]
 : -4	6	102	0	-9	10	7	1	-0.8	-1
COc1ccc(CN2CCN(Cc3ccccc3)CC2)c(OC)c1
 : 1	-10	95	13	2	0	-5	-6	0.6	-3
COc1ccc(C2C(C(=O)N3CCC4(CC3)OCCO4)CC(=O)N2c2ccc(OC)cc2)cc1 (stereo unspecified)
 : 0	.	99	0	-6	9	0	5	0.3	4
C=CCOC(=O)N1Cc2ccccc2-n2nncc2C1
 : 2	-35	103	3	1	2	-1	3	-0.6	6
CC(C)c1onc(C(=O)N2CCC3(CC2)OCCO3)c1[N+](=O)[O-]
 : -1	-29	92	2	2	0	-4	3	-2.7	1
CC(C)c1ccc(NC(=O)CCNC(=O)N2C[C@H]3C[C@@H](C2)c2cccc(=O)n2C3)cc1
 : 1	10	90	6	-6	18	-6	0	-0.7	-2
COc1ccc(CN2CCCCC2c2cccnc2)cc1C (stereo unspecified)
 : 0	-7	97	8	1	-2	1	8	0.0	-8
Cc1cc(C)cc(N2C(=O)NC(=O)/C(=C\c3cc(C)n(C)c3C)C2=O)c1
 : 0	15	97	-4	-11	4	5	0	-1.5	3
CC(C)CC(N(C)C)C1(c2ccc(Cl)cc2)CCC1 (stereo unspecified)
 : -1&-1	-6&2	100&97	2&4	6&-11	12&4	-2&-9	2&4	1.4&0.9	-1&-4
Cc1cc(-c2ccccc2)cc(-c2ccccc2)[n+]1CCc1ccccc1
 : 12	17	91	3	-7	3	-3	-7	-0.5	-9
O=C(c1n[nH]c(=O)c2ccccc12)N1CCC2(CC1)OCCO2
 : 0	8	103	-6	-7	-9	-9	8	2.2	9
CC(C)Oc1cccc(C(=O)C2CCCN(Cc3ccon3)C2)c1 (stereo unspecified)
 : -2	-50	90	2	-4	4	-6	-4	-0.9	-6
CN1C(=O)N(C)C(=O)C2(Cc3ccccc3N3CCCC32)C1=O (stereo unspecified)
 : 0	-10	93	5	.	-2	1	4	-1.5	-4
COc1ccccc1OC(=O)c1ccc(C)c(S(=O)(=O)N2CCOCC2)c1
 : 2	-7	92	5	3	7	0	3	0.6	3
O=c1c2ccccc2[nH]c(=S)n1-c1ccc2c(c1)OCO2
 : 1	-4	99	-2	-4	2	-15	5	-1.6	9

# Complete entries, looked up by structure:
# Listed for Cc1cc(C)cc(N2C(=O)NC(=O)/C(=C\c3cc(C)n(C)c3C)C2=O)c1 : Glyco luc inh: 0; SRC2 inh: 15; ABCB6 inh MLPCN: 97; ABHD5-PLIN5 inh: -4; TLR9-MyD88 block: -11; MC4R antag cAMP: 4; NOD2 RIPK2 PPI: 5; HTR2A ag: 0; MC4R barr agon: -1.5; H9c2 protect: 3
# Listed for CC(C)c1ccc(NC(=O)CCNC(=O)N2C[C@H]3C[C@@H](C2)c2cccc(=O)n2C3)cc1 : Glyco luc inh: 1; SRC2 inh: 10; ABCB6 inh MLPCN: 90; ABHD5-PLIN5 inh: 6; TLR9-MyD88 block: -6; MC4R antag cAMP: 18; NOD2 RIPK2 PPI: -6; HTR2A ag: 0; MC4R barr agon: -0.7; H9c2 protect: -2
# Listed for CC(C)CC(N(C)C)C1(c2ccc(Cl)cc2)CCC1 (stereo unspecified) : Glyco luc inh: -1&-1; SRC2 inh: -6&2; ABCB6 inh MLPCN: 100&97; ABHD5-PLIN5 inh: 2&4; TLR9-MyD88 block: 6&-11; MC4R antag cAMP: 12&4; NOD2 RIPK2 PPI: -2&-9; HTR2A ag: 2&4; MC4R barr agon: 1.4&0.9; H9c2 protect: -1&-4

# Some of the entries so far, with each value named.
> CN1C(=O)N(C)C(=O)C2(Cc3ccccc3N3CCCC32)C1=O (stereo unspecified)
  Glyco luc inh: 0
  SRC2 inh: -10
  ABCB6 inh MLPCN: 93
  ABHD5-PLIN5 inh: 5
  TLR9-MyD88 block: .
  MC4R antag cAMP: -2
  NOD2 RIPK2 PPI: 1
  HTR2A ag: 4
  MC4R barr agon: -1.5
  H9c2 protect: -4

> C=CCOC(=O)N1Cc2ccccc2-n2nncc2C1
  Glyco luc inh: 2
  SRC2 inh: -35
  ABCB6 inh MLPCN: 103
  ABHD5-PLIN5 inh: 3
  TLR9-MyD88 block: 1
  MC4R antag cAMP: 2
  NOD2 RIPK2 PPI: -1
  HTR2A ag: 3
  MC4R barr agon: -0.6
  H9c2 protect: 6

# Following part:
# Below each SMILES: Glyco luc inh	SRC2 inh	ABCB6 inh MLPCN	ABHD5-PLIN5 inh	TLR9-MyD88 block	MC4R antag cAMP	NOD2 RIPK2 PPI	HTR2A ag	MC4R barr agon	H9c2 protect
CCCC1=C(C(=O)OCC)C2(C(=O)Nc3ccccc32)C(C#N)=C(N)O1 (stereo unspecified)
 : 0	9	97	-6	-14	9	-10	4	0.1	5
CN[C@@H](C)[C@@H](O)c1ccccc1
 : -1	-15	100	5	-4	5	-5	2	-0.8	7
O=c1[nH]c(=O)n(CCc2ccccc2)c(O)c1C=NCc1ccc2c(c1)OCO2
 : -3	2	100	2	-9	0	-8	2	-0.6	-7
CC(C)(C)c1ccc(C(=O)C2CCCN(C3CCC3)C2)cc1 (stereo unspecified)
 : -6	-23	99	-3	5	1	-1	-7	-2.8	-6
C=CCn1c(O)c(C(CC)=Nc2ccc(N(CC)CC)cc2)c(=O)[nH]c1=O
 : 4	-7	87	-4	-13	8	1	9	-1.1	-18
